Screening results deposited in PubChem BioAssay by Sanford-Burnham Center for Chemical Genomics.
SENP1 FRET inh = human SENP1 catalytic domain inhibitors, primary screen, biochemical, FRET, uHTS. Sentrin-specific protease 1 (Homo sapiens), Q9P0U3. recombinant SENP1 catalytic domain, CyPet-SUMO1-YPet FRET cleavage. 360,000 compounds, 0.21% hits. inhibition, % at 10 µM;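 active = inhibition at least 30% at 10 µM, raw YFP signal under a set limit, fluorescence ratio 0.5 to 1.5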;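 also: 0% = enzyme with DMSO and 100% = no enzyme wells; some results filed as inactive read as strong as hits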
Target sequence (Q9P0U3 419-644 limits assumed): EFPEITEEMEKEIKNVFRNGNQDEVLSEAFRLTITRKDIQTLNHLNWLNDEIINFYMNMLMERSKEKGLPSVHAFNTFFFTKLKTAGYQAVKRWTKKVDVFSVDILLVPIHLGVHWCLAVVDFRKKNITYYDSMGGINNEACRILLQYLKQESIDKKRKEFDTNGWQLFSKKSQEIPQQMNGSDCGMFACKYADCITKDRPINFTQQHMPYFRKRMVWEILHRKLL
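Material – human SENP1 catalytic domain · Input – SENP1 enzyme, 20 pM final · Compound dosing – single concentration of 10 µM compound, 0.5% DMSO final · Timing – enzyme reaction for 50 min at room temperature, dark · Measured by – FRET fluorescence in CFP and YFP emission channels · Control set – no-enzyme wells low, DMSO-plus-enzyme wells high control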
PfGluPho inh = PfG6PD enzyme inhibitors, primary screen, biochemical, fluorescence intensity, uHTS; 350,000 compounds, 0.78% hits; AID 504690, 2011; PfGluPho enzyme, NADPH resazurin-diaphorase fluorescence; inhibition, % at 20 µM; glucose-6-phosphate dehydrogenase-6-phosphogluconolactonase (Plasmodium falciparum 3D7);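 active = inhibition reaching at least a set limit at 20 µM in the primary screen, cut at about 59% in these data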;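 also: 0% = DMSO wells with substrate and 100% = DMSO wells lacking glucose-6-phosphate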
NLRP3 yeast inh = NALP3 inflammasome inhibitors in reconstituted yeast, primary screen, luminescence, uHTS | Yeast reconstituted NLRP3/ASC/caspase-1, beta-gal luminescence, 24 h | inhibition, % at 10 µM | 330,000 compounds, 0.39% hits | AID 2825, 2010;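 active = inhibition of 50% or more; inactive = inhibition below 50%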;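 also: plate controls were induced DMSO wells for no effect and uninduced yeast grown without galactose for full effect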
SENP8 block-1 = human SENP8 protease inhibitors, primary screen, biochemical, fluorescence, Nedd8 protein substrate, uHTS. recombinant SENP8. inhibition, % at 20 µM. AID 602440, 2012. 360,000 compounds, 0.64% hits; in the data active = inhibition mostly above about 40%, no sharp cut-off; inactive = mostly below about 27%
SENP8 block-2 = SENP8 protease inhibitors, primary screen, biochemical, luminescence | Sentrin-specific protease 8 (Homo sapiens), Q96LD8 | purified SENP8, Z-RLRGG-aminoluciferin cleavage | inhibition, % at 10 µM | 330,000 compounds, 1.2% hits | AID 2540, 2010; in the data active = inhibition above about 50%
Apaf1 inhib = inhibitors of human Apaf-1 apoptosome, primary screen, biochemical, DEVD-Rh110 fluorescence, uHTS | Apoptotic protease-activating factor 1 (Homo sapiens), O14727 | reconstituted apoptosome caspase-3 activity | inhibition, % at 20 µM | 330,000 compounds, 0.71% hits | AID 489030, 2010; active = inhibition of at least 40% at 20 µM;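 also: plate controls were DMSO wells for no effect and DEVD-CHO caspase inhibitor wells for full effect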
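Material: cell-free apoptosome with Apaf-1, procaspase-3 and caspase-9; Buffer or medium: Hepes pH 7.5 with detergent and BSA; Reagent: cytochrome c trigger plus (Z-DEVD)2-Rh110 caspase-3 substrate; Times: compound with Apaf-1, dATP, procaspase-3 30 min, then 50 min reaction, room temperature; Technique: Rh110 fluorescence intensity.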
HKDC1 inhibitor = HKDC1 hexokinase inhibitors, primary screen, biochemical, fluorescence, uHTS. inhibition, % at 20 µM. Q2TB90. recombinant HKDC1, G6PDH/diaphorase resazurin coupled fluorescence. 340,000 compounds, 0.16% hits;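 active = inhibition above about 35% when tested at 20 µM, limit read from the data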;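 also: plate controls were DMSO wells with enzyme for no effect and DMSO wells lacking enzyme for full effect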
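test system = in-house recombinant HK5 (HKDC1) enzyme | amount = HKDC1 at 5 µg/mL | control set = DMSO-enzyme wells negative, buffer-substituted wells positive | compound = one dose of 20 µM, 1% DMSO | schedule = reaction time 90 min, room temperature, protected from light | technique = resorufin fluorescence at 613 nm | reagent = glucose with 1 mM ATP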
SENP7 inh = SENP7 protease inhibitors, primary screen, biochemical, luminescence, uHTS; recombinant SENP7, Z-RLRGG-aminoluciferin luminescence, 40 min; inhibition, % at 5 µM; 330,000 compounds, 1.5% hits;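 active = inhibition above about 50% at the single test dose, limit read from the data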;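 also: plate controls were DMSO with enzyme for no effect and no enzyme buffer wells for full effect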
Target sequence (Q9BQF6 706-1050 limits assumed): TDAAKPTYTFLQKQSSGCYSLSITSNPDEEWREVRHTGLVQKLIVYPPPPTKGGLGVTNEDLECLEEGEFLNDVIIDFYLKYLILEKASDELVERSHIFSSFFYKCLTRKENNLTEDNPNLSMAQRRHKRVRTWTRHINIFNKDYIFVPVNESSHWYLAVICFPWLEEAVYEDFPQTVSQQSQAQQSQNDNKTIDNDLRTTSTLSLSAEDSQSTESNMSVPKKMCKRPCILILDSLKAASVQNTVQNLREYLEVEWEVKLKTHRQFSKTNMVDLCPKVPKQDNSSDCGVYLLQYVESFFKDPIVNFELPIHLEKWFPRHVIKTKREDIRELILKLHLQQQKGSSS
SENP6 inh = SENP6 protease inhibitors, primary screen, biochemical, luminescence, uHTS | Sentrin-specific protease 6 (Homo sapiens), Q9GZR1 | Recombinant SENP6 catalytic domain, aminoluciferin luminescence | inhibition, % at 10 µM | 330,000 compounds, 1.8% hits | AID 2599, 2010;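 active = inhibition above about 50% at the single tested dose, limit read from the data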;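 also: plate controls were DMSO wells with enzyme for no effect and DMSO wells lacking enzyme for full effect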
Target sequence (Q9GZR1 628-1112 limits assumed): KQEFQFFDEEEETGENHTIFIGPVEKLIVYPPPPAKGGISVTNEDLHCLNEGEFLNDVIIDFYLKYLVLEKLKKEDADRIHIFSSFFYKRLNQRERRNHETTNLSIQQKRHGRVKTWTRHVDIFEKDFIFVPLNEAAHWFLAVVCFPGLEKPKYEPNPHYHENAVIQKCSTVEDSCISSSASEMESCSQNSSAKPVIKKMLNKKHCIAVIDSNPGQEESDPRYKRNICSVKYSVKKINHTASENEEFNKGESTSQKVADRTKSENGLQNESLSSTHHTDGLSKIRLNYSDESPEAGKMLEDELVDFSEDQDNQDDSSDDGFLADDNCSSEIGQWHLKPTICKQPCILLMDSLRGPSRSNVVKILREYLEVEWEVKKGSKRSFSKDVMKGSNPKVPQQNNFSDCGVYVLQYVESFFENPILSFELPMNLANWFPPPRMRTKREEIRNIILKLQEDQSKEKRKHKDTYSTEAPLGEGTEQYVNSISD
* marks the source's active call; other numbers are inactive results.

O=C(CSc1ccc(Cl)cc1)Nc1ccc(NC(=O)c2ccco2)cc1 was read as SENP1 FRET inh 0, PfGluPho inh -16, NLRP3 yeast inh -5, SENP8 block-1 2, SENP8 block-2 -1, Apaf1 inhib -21, HKDC1 inhibitor 14, SENP7 inh 1 and SENP6 inh 3.
CCOc1ccc(CN2CCN(CC3CC3)CC2CCO)cc1 (stereo not given) was read as SENP1 FRET inh -4, PfGluPho inh -5, NLRP3 yeast inh 25, SENP8 block-1 -2, SENP8 block-2 -1, Apaf1 inhib -18, HKDC1 inhibitor 21, SENP7 inh -1 and SENP6 inh -42.
Screening COC(=O)C1(Cc2cc(-c3ccc([N+](=O)[O-])cc3)no2)CCN(C(=O)OC(C)(C)C)CC1 returned SENP1 FRET inh 1, PfGluPho inh 8, NLRP3 yeast inh 21, SENP8 block-1 18, SENP8 block-2 1, Apaf1 inhib 10, HKDC1 inhibitor -1, SENP7 inh -2 and SENP6 inh -5.
O=[N+]([O-])c1ccc(O)c(/C=N/NC(=S)Nc2ccc(Cl)cc2Cl)c1 was read as SENP1 FRET inh -77, PfGluPho inh -12, NLRP3 yeast inh 21, SENP8 block-1 28, SENP8 block-2 88*, Apaf1 inhib -9, HKDC1 inhibitor -28, SENP7 inh 57* and SENP6 inh 94*.
For CCOc1cccc(CN2CCCC(N3CCc4ccccc4C3)C2)c1O (stereo not given) the results were SENP1 FRET inh -5, PfGluPho inh 3, NLRP3 yeast inh 25, SENP8 block-1 24, SENP8 block-2 -2, Apaf1 inhib -5, HKDC1 inhibitor -2, SENP7 inh -5 and SENP6 inh 0.
Screening O=C(NNC(=O)c1cccnc1)c1ccncc1 returned SENP1 FRET inh 1, PfGluPho inh -14, NLRP3 yeast inh 3, SENP8 block-1 13, SENP8 block-2 -4, Apaf1 inhib -3, HKDC1 inhibitor -7, SENP7 inh 4 and SENP6 inh 0.
`Cn1nnc2cc(C(=O)Nc3cccnc3)ccc21` gave SENP1 FRET inh -2, PfGluPho inh -5, NLRP3 yeast inh -1, SENP8 block-1 12, SENP8 block-2 0, Apaf1 inhib 1, HKDC1 inhibitor -1, SENP7 inh 0 and SENP6 inh 2.
For CC(C)(C)NCC(O)Cn1cc(C=O)c2ccccc21 (stereo not given) the results were SENP1 FRET inh 2, PfGluPho inh -11, NLRP3 yeast inh -2, SENP8 block-1 6, SENP8 block-2 9, Apaf1 inhib -19, HKDC1 inhibitor -4, SENP7 inh 4 and SENP6 inh 15.
`COc1cc(C2=Nc3c(c(C)nn3-c3ccccc3)P(=O)(N3CCOCC3)O2)cc(OC)c1OC` (stereo not given) gave SENP1 FRET inh -2, PfGluPho inh -3, NLRP3 yeast inh 4, SENP8 block-1 3, SENP8 block-2 -3, Apaf1 inhib 14, HKDC1 inhibitor -3, SENP7 inh -8 and SENP6 inh -31.
CCCN(Cc1ccccc1)C(=S)Nc1ccc(C(C)=O)cc1 was read as SENP1 FRET inh 2, PfGluPho inh 5, NLRP3 yeast inh 0, SENP8 block-1 4, SENP8 block-2 -4, Apaf1 inhib 16, HKDC1 inhibitor 1, SENP7 inh -12 and SENP6 inh -19.
`CCOC(=O)C(=NCC1CCCO1)NNc1cc(Cl)ccc1Cl` (stereo not given) gave SENP1 FRET inh -13, PfGluPho inh 11, NLRP3 yeast inh 27, SENP8 block-1 -3, SENP8 block-2 -6, Apaf1 inhib 4, HKDC1 inhibitor -5, SENP7 inh 3 and SENP6 inh 12.
`O=[N+]([O-])c1ccc(/C=N/Nc2nc(N3CCCCC3)nc(N3CCCCC3)n2)cc1` gave SENP1 FRET inh -11, PfGluPho inh 28, NLRP3 yeast inh 18, SENP8 block-1 6, SENP8 block-2 -2, Apaf1 inhib 9, HKDC1 inhibitor -3, SENP7 inh 2 and SENP6 inh -2.
Screening COc1ccc2nc(NC(=O)CSc3nnnn3C3CCCCC3)sc2c1 returned SENP1 FRET inh 1, PfGluPho inh -10, NLRP3 yeast inh 12, SENP8 block-1 19, SENP8 block-2 -2, Apaf1 inhib 15, HKDC1 inhibitor 10, SENP7 inh 5 and SENP6 inh 0.
Screening O=C(O)c1cccnc1Oc1ccccc1 returned SENP1 FRET inh 4, PfGluPho inh 1, NLRP3 yeast inh 3, SENP8 block-1 22, SENP8 block-2 -6, Apaf1 inhib 4, HKDC1 inhibitor -10, SENP7 inh -10 and SENP6 inh -11.
`COC(=O)C1=C(NC(=O)c2ccc(Br)cc2)CCS1` gave SENP1 FRET inh -6, PfGluPho inh 3, NLRP3 yeast inh 11, SENP8 block-1 -15, SENP8 block-2 -17, Apaf1 inhib 3, HKDC1 inhibitor -4, SENP7 inh -8 and SENP6 inh -7.
`Cc1cccc(NC(c2ccc(O)cc2)c2ccc3ccc(C)nc3c2O)n1` (stereo not given) gave SENP1 FRET inh 1, PfGluPho inh -9, NLRP3 yeast inh -1, SENP8 block-1 11, SENP8 block-2 -7, Apaf1 inhib 7, HKDC1 inhibitor 0, SENP7 inh -7 and SENP6 inh 5.
Screening CC(C)NS(=O)(=O)c1ccc(CCC(=O)Nc2ccc3c(c2)OCO3)cc1 returned SENP1 FRET inh 2, PfGluPho inh -9, NLRP3 yeast inh 6, SENP8 block-1 22, SENP8 block-2 0, Apaf1 inhib 2, HKDC1 inhibitor -6, SENP7 inh 9 and SENP6 inh -5.
Screening CCOc1ccc(C(=O)CCN2CCOCC2)cc1 returned SENP1 FRET inh 2, PfGluPho inh 3, NLRP3 yeast inh 10, SENP8 block-1 5, SENP8 block-2 -4, Apaf1 inhib 3, HKDC1 inhibitor -4, SENP7 inh -3 and SENP6 inh 1.
`Nc1nc(CN2CCOCC2)cs1` gave SENP1 FRET inh 1, PfGluPho inh 14, NLRP3 yeast inh 8, SENP8 block-1 5, SENP8 block-2 1, Apaf1 inhib 11, HKDC1 inhibitor -3, SENP7 inh -7 and SENP6 inh -1.
Screening Cc1nn(-c2ccccc2)c2c1C1(C(=O)N(C)c3ccccc31)C(C#N)=C(N)O2 (stereo not given) returned SENP1 FRET inh 3, PfGluPho inh 19, NLRP3 yeast inh -7, SENP8 block-1 -5, SENP8 block-2 -11, Apaf1 inhib 12, HKDC1 inhibitor 14, SENP7 inh -8 and SENP6 inh -23.
For CC(C)NCC(O)COc1ccc(Br)cc1 (stereo not given) the results were SENP1 FRET inh 0, PfGluPho inh 8, NLRP3 yeast inh -2, SENP8 block-1 13, SENP8 block-2 -1, Apaf1 inhib 13, HKDC1 inhibitor -6, SENP7 inh -8 and SENP6 inh -8.
`CCCCN(C(=O)C(C)N1C(=O)c2ccccc2C1=O)c1c(N)n(CC(C)C)c(=O)[nH]c1=O` (stereo not given) gave SENP1 FRET inh -3, PfGluPho inh -8, NLRP3 yeast inh 5, SENP8 block-1 10, SENP8 block-2 -8, Apaf1 inhib 12, HKDC1 inhibitor -2, SENP7 inh -7 and SENP6 inh 0.
For O=C(N/N=C/c1ccc2cccc(OCc3ccccc3)c2n1)c1ccc(Br)cc1 the results were SENP1 FRET inh -18, PfGluPho inh 0, NLRP3 yeast inh -1, SENP8 block-1 -336, SENP8 block-2 2, Apaf1 inhib 10, HKDC1 inhibitor 0, SENP7 inh 0 and SENP6 inh -23.
Screening COc1ccc(N2CCN(C(=O)c3ccc(CS(=O)c4cccc(C)c4)o3)CC2)cc1 (stereo not given) returned SENP1 FRET inh 2, PfGluPho inh 11, NLRP3 yeast inh 4, SENP8 block-1 18, SENP8 block-2 7, Apaf1 inhib -1, HKDC1 inhibitor 7, SENP7 inh 2 and SENP6 inh -2.
Screening Cc1cccc(N=C2NC(=O)/C(=C/c3cccnc3)S2)c1C returned SENP1 FRET inh 1, PfGluPho inh -8, NLRP3 yeast inh 24, SENP8 block-1 16, SENP8 block-2 -14, Apaf1 inhib 14, HKDC1 inhibitor 5, SENP7 inh -6 and SENP6 inh -26.
`Cc1ccc(C(=O)C[n+]2cc(Br)cc(Br)c2)cc1[N+](=O)[O-]` gave SENP1 FRET inh -3, PfGluPho inh 3, NLRP3 yeast inh 7, SENP8 block-1 28, SENP8 block-2 0, Apaf1 inhib 5, HKDC1 inhibitor -4, SENP7 inh 3 and SENP6 inh 4.
N#CCSc1nnc(CNc2cccc(Cl)c2)o1 was read as SENP1 FRET inh 1, PfGluPho inh -3, NLRP3 yeast inh -7, SENP8 block-1 19, SENP8 block-2 7, Apaf1 inhib -15, HKDC1 inhibitor -11, SENP7 inh 1 and SENP6 inh -6.
O=C(CSc1nnc(COc2ccc(Cl)cc2)o1)N1CCOCC1 was read as SENP1 FRET inh 4, PfGluPho inh -16, NLRP3 yeast inh -14, SENP8 block-1 34, SENP8 block-2 0, Apaf1 inhib -21, HKDC1 inhibitor -4, SENP7 inh 1 and SENP6 inh -2.
For O=C(Nc1ccc(S(=O)(=O)Nc2ncccn2)cc1)c1cc([N+](=O)[O-])ccc1Cl the results were SENP1 FRET inh -1, PfGluPho inh 3, NLRP3 yeast inh 14, SENP8 block-1 21, SENP8 block-2 -5, Apaf1 inhib -4, HKDC1 inhibitor -4, SENP7 inh 18 and SENP6 inh 4.
CSc1ccc(CNC(=O)Cc2ccc(NC(=O)C3=C(C)OCCS3)cc2)cc1 was read as SENP1 FRET inh 1, PfGluPho inh -13, NLRP3 yeast inh 10, SENP8 block-1 11, SENP8 block-2 -11, Apaf1 inhib 6, HKDC1 inhibitor -3, SENP7 inh -1 and SENP6 inh -15.
`CN1c2ccc(Cl)cc2C(=O)NC1c1ccc([N+](=O)[O-])s1` (stereo not given) gave SENP1 FRET inh -3, PfGluPho inh -2, NLRP3 yeast inh 15, SENP8 block-1 4, SENP8 block-2 0, Apaf1 inhib -1, HKDC1 inhibitor 2, SENP7 inh 0 and SENP6 inh 2.
For Fc1ccccc1OCCCCCCN1CCCC1 the results were SENP1 FRET inh -5, PfGluPho inh 10, NLRP3 yeast inh 12, SENP8 block-1 17, SENP8 block-2 -14, Apaf1 inhib 0, HKDC1 inhibitor 4, SENP7 inh -9 and SENP6 inh -9.
`O=c1c2c(nc3cc(-c4cccc(F)c4)[nH]n13)CCC2` gave SENP1 FRET inh 2, PfGluPho inh 8, NLRP3 yeast inh -2, SENP8 block-1 -270, SENP8 block-2 44, Apaf1 inhib 1, HKDC1 inhibitor -4, SENP7 inh 45 and SENP6 inh 60*.

Outcome played no part in choosing rows; any-hit rate near 4.1%.
